Compound activity: PubChem, National Center for Advancing Translational Sciences (NCATS)
Akt phos inh: HTS Assay for Inhibitors of Akt Phophorylation: Primary Screen | Neuro2A IGF-stimulated pAkt S473 HTRF, 20 min; active compounds read low | activity change, % for hits at 50 µM | 360,000 compounds, 0.32% hits | AID 651550, 2012; in the data active = activity change below about -80%; inconclusive = mostly about -51% to -80%; note: % is set by controls: 0 for no effect and ±100 for the full control effect
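Neuro2A cells (4,500/well, DMEM with 0.5% FBS) were treated with compound at a single 50 µM final concentration, stimulated with 6 nM IGF for 20 min at 37 °C, and lysed. Phospho-Akt Ser473 was read by HTRF as 665/615 ratio ×10^4.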
TGFb inhibitor: qHTS for Inhibitors of TGF-b | HepG2 CAGA-GFP TGF-b/SMAD3 reporter, GFP fluorescence, 18 h; TGF-beta stimulated, 500 pg/mL final | 410,000 compounds, 1.2% hits | Potency, µM (titrated, usually from 46.1 µM), for the others: top-dose activity, negative = inhibition, hits mostly inhibitors; note: potency is the fitted concentration of half-maximal effect; % is set by controls: 0 for no effect and ±100 for the full control effect; nearly all actives have a fitted effect of over 65% in size
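Read-out: total well GFP (ex488/em500-530) summed from mean per-cell fluorescence. Cells: HEPG2 CAGA-GFP, 1% FBS DMEM, 18 h at 37 degrees C with 500 pg/mL final TGF-beta. Unstimulated wells served as the full-inhibition control; stimulated DMSO wells = 0%.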
Nrf2 ARE act: qHTS of Nrf2 Activators | 410,000 compounds, 0.31% hits | AREc32 ARE-luciferase reporter (MCF7-derived line), luminescence, 24 h | Potency, µM (titrated, usually from 46.1 µM), without a hit: at the top dose activation, usual class: activators | AID 624171, 2012; note: potency is the fitted concentration of half-maximal effect; % of control where 0% means no effect; nearly all actives have a fitted effect of over 65% in size
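Cells of the AREc32 ARE-luciferase line are plated in OPTI-MEM containing 5% FBS and left overnight at 37 deg C. Compounds are pinned in, incubation continues 24 hr, and firefly luciferase signal is then measured.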
CCT modulator: High-Throughput Screening for Modulators of Cytosolic Chaperonin Activity; purified chaperonin ATPase assay, HTRF ADP detection, 30 min; activity change, % (concentration not given with the values), hits read low; 360,000 compounds, 0.3% hits; AID 651819, 2012; in the data active = activity change below about -30%; note: % is set by controls: 0 for no effect and ±100 for the full control effect
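TRiC at 40 or 20 nM final (batch-dependent) in 30 mM Tris pH 7.4, 100 mM KCl, 5 mM MgCl2, 1 mM DTT, with compound at single 76 uM and 10 uM ATP, 30 min at 37 deg C. ADP detected by HTRF Transcreener, 665/615 ratio.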
S2 tox: Viability Counterscreen for Primary qHTS for Inhibitors of ATXN expression. S2 cells (HEK-293 line with an ATXN2-luciferase reporter) viability, CellTiter-Fluor protease fluorescence, 24 h. Potency, µM (series often up to 56.7 µM), actives largely listed as cytotoxic. 400,000 compounds, 0.49% hits. AID 651635, 2014; note: potency is the fitted concentration of half-maximal effect; nearly all actives have a fitted effect of over 40% in size
MmCpn inh: Inhibitors of TCP-1 ring complex (TRiC) of Methanococcus maripaludis (MmCpn): qHTS | Chaperonin Mm-Cpn (Methanococcus maripaludis) | purified Mm-Cpn ATPase, ADP Transcreener TR-FRET | Potency, µM (top dose mostly 76.9 µM), inactives show at the top dose activity, negative = inhibition, most hits filed as inhibitors | 330,000 compounds, 0.031% hits | AID 504842, 2011; note: potency is the fitted concentration of half-maximal effect; % is set by controls: 0 for no effect and ±100 for the full control effect; nearly all actives have a fitted effect of over 80% in size
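Purified archaeal Mm-CPN (25nM final) preincubated 10 min at 37degC with compound, then 10uM ATP for 30 min at 37degC; ADP measured by HTRF Transcreener TR-FRET; buffer 30 mM TRIS pH 7.4, 100mM KCl, 5mM MgCl2, 1mM DTT.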
HepG2 tox: qHTS for Inhibitors of TGF-b: Cytotox Counterscreen; HepG2 CAGA-GFP viability, ATP luminescence, 18 h; Potency, µM (highest dose often 46.1 µM), without a hit: at the top dose activity change, negative = cytotoxicity, most hits filed as cytotoxic; 410,000 compounds, 0.76% hits; AID 588856, 2011; note: potency is the fitted concentration of half-maximal effect; some results filed as inactive show a strong effect at the top dose
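CellTiter-Glo luminescence gave cytotoxicity after 18 hours at 37 degrees C. The cells were HepG2 CAGA-GFP in 1% FBS DMEM, stimulated with 500 pg/mL TGF-beta after compound addition. %Activity was normalised to no-cell wells (complete cell-killing) and DMSO (no toxicity), and curves were fitted and classified.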
Nrf2 block: Nrf2 qHTS screen for inhibitors; A549 ARE-Fluc reporter, luciferase luminescence, 18-24 h; Potency, µM (doses to about 46 µM), without a hit: top-dose activity change, negative = inhibition, actives largely listed as inhibitors; 360,000 compounds, 2.1% hits; note: potency is the fitted concentration of half-maximal effect; % is set by controls: 0 for no effect and ±100 for the full control effect; nearly all actives have a fitted effect of over 60% in size
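A549 ARE_Fluc cells (5000/well, 5% FBS OPTI-MEM) pre-incubated 2 h, then treated with compounds 18-24 h at 37C/5% CO2 in concentration-response. CellTiter-Fluor viability read first; BugLite luciferase luminescence after 15 min at room temperature gives Nrf2 activity.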
A549 tox: Nrf2 qHTS screen for inhibitors: counterscreen for cytotoxicity | A549 ARE-Fluc cells, CellTiter-Fluor viability, 18-24 h | Potency, µM (titrated, usually from 46 µM), for inactives: top-dose activity change, negative = cytotoxicity, hits mostly inhibitors | 390,000 compounds, 0.16% hits; note: potency is the fitted concentration of half-maximal effect; % is set by controls: 0 for no effect and ±100 for the full control effect
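Cytotoxicity counterscreen: CellTiter-Fluor fluorescence was measured in A549 ARE_Fluc cells after 18-24 h of compound exposure in a concentration series. The subsequent BugLite luminescent read reports ARE-luciferase activity.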
* marks the source's active call; other numbers are inactive results. Unless noted, calls come from the whole dose curve; as a rule, active = well fitted curve in the direction sought with a large enough effect; inconclusive = small, poorly fitted or top-dose-only effect, or another doubt; inactive = no such curve, though single readings can be large; an effect the other way counts as inactive or inconclusive.

Screening O=S(=O)(c1cc(Cl)cc(Cl)c1)N1CCN(c2nc(-c3cccs3)nc3ccccc23)CC1 returned TGFb inhibitor 4.0%, HepG2 tox 4.0%, Nrf2 block 0.0% and A549 tox 10.9%.
O=c1[nH]c(N2CCN(c3ccccc3)CC2)nc2c1CCC2 was read as Akt phos inh inactive, TGFb inhibitor -5.4%, Nrf2 ARE act 0.5%, CCT modulator 2.8, S2 tox inactive, MmCpn inh 0.9%, HepG2 tox -6.0% and A549 tox 6.7%.
`COc1ccc(OC)c(S(=O)(=O)Nc2cnc3ccccc3c2)c1` gave Akt phos inh inactive, TGFb inhibitor 1.5%, Nrf2 ARE act 0.4%, CCT modulator 1.1, S2 tox inactive, MmCpn inh -2.8%, HepG2 tox -25.7%, Nrf2 block -16.1% and A549 tox 1.9%.
`CCC(C)(C)n1nnnc1C(c1ccccc1OC)N1CCSCC1` (stereo unspecified) gave Akt phos inh inactive, TGFb inhibitor -11.7%, Nrf2 ARE act 0.3%, CCT modulator -1.6, S2 tox inactive, MmCpn inh -10.4%, HepG2 tox -14.0%, Nrf2 block -25.8% and A549 tox 9.4%.
Screening CC1CCN(C(=O)COC(=O)CCC(=O)c2ccc(F)cc2)CC1 returned Akt phos inh inactive, TGFb inhibitor -10.0%, Nrf2 ARE act -0.2%, CCT modulator 3.3, S2 tox inactive, MmCpn inh -0.5%, HepG2 tox -18.9%, Nrf2 block 1.7% and A549 tox -0.7%.
`COC(=O)C1(C(=O)OC)C2C(=O)C3C(C21)C3(C(=O)OC(C)(C)C)C(=O)OC(C)(C)C` (stereo unspecified) gave Akt phos inh inactive, TGFb inhibitor -3.7%, Nrf2 ARE act -1.0%, CCT modulator -3.1, S2 tox inactive and HepG2 tox -22.1%.
For OCC1OC(n2cnc3c(NCc4ccccc4O)ncnc32)C(O)C1O (stereo unspecified) the results were Akt phos inh inactive, TGFb inhibitor 1.78µM*, Nrf2 ARE act inconclusive, CCT modulator -1.0, S2 tox inconclusive, HepG2 tox -70.8%, Nrf2 block 18.4µM* and A549 tox -15.4%.
Screening COCc1cc(C)nc(NCCc2ccccc2)c1C#N returned Akt phos inh inactive, TGFb inhibitor 0.0%, Nrf2 ARE act 13.1%, CCT modulator 1.7, S2 tox inactive, HepG2 tox 24.4% and A549 tox 6.1%.
`O=C(C[n+]1ccc(-c2cc(C(=O)Nc3cccc(C(F)(F)F)c3)c3ccccc3n2)cc1)c1cccc([N+](=O)[O-])c1` gave Akt phos inh inactive, TGFb inhibitor inconclusive, Nrf2 ARE act 11.4%, CCT modulator -2.2, S2 tox inconclusive, MmCpn inh -2.4%, HepG2 tox -63.1%, Nrf2 block inconclusive and A549 tox inconclusive.
COc1ccc(NC(=O)CN(C)C(=O)c2ccc(-c3cccc(C(F)(F)F)c3)o2)cc1 was read as Akt phos inh inactive, TGFb inhibitor -27.9%, Nrf2 ARE act 0.5%, CCT modulator -1.0, S2 tox inactive, MmCpn inh 0.1%, HepG2 tox -10.4%, Nrf2 block -3.0% and A549 tox 0.1%.
COc1cc(NC(=S)N2CCN(C)CC2)cc(OC)c1 was read as Akt phos inh inactive, TGFb inhibitor -8.0%, Nrf2 ARE act 5.3%, CCT modulator -1.6, S2 tox inconclusive, MmCpn inh 1.9%, HepG2 tox -10.6%, Nrf2 block 6.3% and A549 tox 11.6%.
`Cc1cccc(NC(=S)N/N=C2/CCCCc3ccccc32)c1` gave Akt phos inh inactive, TGFb inhibitor -29.1%, Nrf2 ARE act 2.7%, CCT modulator -16.3, S2 tox inactive, MmCpn inh 0.3%, HepG2 tox 3.2%, Nrf2 block 9.0% and A549 tox inconclusive.
CCC(CC)C(=O)Nc1cc([N+](=O)[O-])ccc1F was read as Akt phos inh inactive, TGFb inhibitor 0.0%, Nrf2 ARE act 5.9%, CCT modulator 0.2, S2 tox inactive, MmCpn inh 2.0%, HepG2 tox -26.6%, Nrf2 block -0.2% and A549 tox 11.4%.
`COc1ccc(CCNC(=O)c2cc3c(=O)n4ccccc4nc3n(CCCN3CCOCC3)c2=N)cc1` gave Akt phos inh inactive, TGFb inhibitor -0.1%, Nrf2 ARE act -0.6%, CCT modulator -2.2, S2 tox inactive, MmCpn inh 2.2%, HepG2 tox -22.3%, Nrf2 block 0.0% and A549 tox inconclusive.
`O=C(Nc1cc(=O)[nH]c2ncnn12)c1ccc(Cl)cc1Cl` gave Akt phos inh inactive, TGFb inhibitor -6.2%, Nrf2 ARE act 0.5%, CCT modulator -1.2, S2 tox inactive, MmCpn inh -0.7%, HepG2 tox -3.9%, Nrf2 block -10.9% and A549 tox -0.6%.
O=C(O)C1CCCC2CN3CCc4c([nH]c5ccccc45)C3C(O)C21 (stereo unspecified) was read as Akt phos inh inactive, TGFb inhibitor 9.3%, Nrf2 ARE act 0.0%, CCT modulator -1.8, S2 tox inactive, MmCpn inh 0.5%, HepG2 tox 0.3%, Nrf2 block 10.1% and A549 tox 1.3%.
`COc1ccc(NC(=O)CSc2nc3ccccc3c(=O)n2CCNC(C)=O)c(OC)c1` gave Akt phos inh inactive, TGFb inhibitor -1.2%, Nrf2 ARE act -0.1%, CCT modulator -1.8, S2 tox inactive, MmCpn inh -1.5%, HepG2 tox -9.3%, Nrf2 block -21.3% and A549 tox -4.0%.
`CCn1c(SCc2nc3sc(C(=O)O)c(C)c3c(=O)[nH]2)nnc1-c1ccc(Cl)cc1` gave Akt phos inh inactive, TGFb inhibitor -30.2%, Nrf2 ARE act 0.1%, CCT modulator -7.6, S2 tox inactive, MmCpn inh -0.2%, HepG2 tox -26.2%, Nrf2 block -1.7% and A549 tox -7.0%.
CN(Cc1ccco1)C(=O)CN1C(=O)NC(c2ccccc2)(c2ccccc2)C1=O was read as Akt phos inh inactive, TGFb inhibitor 9.4%, Nrf2 ARE act 0.1%, CCT modulator -1.2, S2 tox inactive, MmCpn inh 0.1%, HepG2 tox 4.0%, Nrf2 block -6.5% and A549 tox 1.4%.
For Cc1ccc(S(=O)(=O)Nc2ccc3c(c2)C(=O)c2ccccc2-3)cc1 the results were Akt phos inh inactive, TGFb inhibitor inconclusive, Nrf2 ARE act 3.2%, CCT modulator 0.2, S2 tox inconclusive and HepG2 tox -27.4%.
COc1cc(-c2nc3ccccn3c2N)ccc1O was read as Akt phos inh inactive, TGFb inhibitor 5.6%, Nrf2 ARE act 2.4%, CCT modulator -0.6, S2 tox inactive, MmCpn inh -9.8%, HepG2 tox 2.2%, Nrf2 block 5.9% and A549 tox 7.2%.
`CCn1c(SCC(=O)Nc2ccccc2OC)nc2ccccc2c1=O` gave Akt phos inh inactive, TGFb inhibitor -17.5%, Nrf2 ARE act 0.3%, CCT modulator 2.3, S2 tox inactive, MmCpn inh 2.0%, HepG2 tox -48.0%, Nrf2 block inconclusive and A549 tox -16.9%.
For Cc1ccc(C)c(CNS(=O)(=O)c2c(C)[nH]c(C)c2C(=O)N2CCCC2)c1 the results were Akt phos inh inactive, TGFb inhibitor 6.3%, Nrf2 ARE act -0.4%, CCT modulator -3.0, S2 tox inactive, MmCpn inh 1.0%, HepG2 tox 12.7%, Nrf2 block 0.7% and A549 tox -0.9%.
For O=C(COc1ccccc1Cl)NCCCNC(=O)c1cnccn1 the results were Akt phos inh inactive, TGFb inhibitor 3.2%, Nrf2 ARE act -1.0%, CCT modulator 1.6, S2 tox inconclusive, MmCpn inh 0.7%, HepG2 tox 6.4%, Nrf2 block inconclusive and A549 tox 0.4%.
O=C(c1ccccc1)c1ccccc1NC(=O)c1ccccc1C(=O)O was read as TGFb inhibitor 4.1%, Nrf2 ARE act 0.7%, HepG2 tox -4.5%, Nrf2 block 20.1% and A549 tox 0.8%.
Screening Oc1ccc(NC(=S)Nc2ccc(O)cc2)cc1 returned Akt phos inh inactive, TGFb inhibitor -0.2%, Nrf2 ARE act 2.7%, CCT modulator 1.6, S2 tox inconclusive, MmCpn inh -2.0%, HepG2 tox 9.5%, Nrf2 block 12.8% and A549 tox 0.5%.
For Cn1cnc2nc3n(c2c1=O)CCC3 the results were Akt phos inh inactive, TGFb inhibitor -9.6%, Nrf2 ARE act -0.1%, CCT modulator -3.0, S2 tox inactive, HepG2 tox -0.5%, Nrf2 block 11.1% and A549 tox -2.5%.
COc1cccc(NC(=O)C2CCN(S(=O)(=O)c3cccc4nonc34)CC2)c1 was read as TGFb inhibitor 1.5%, Nrf2 ARE act -0.3%, S2 tox inactive, HepG2 tox 1.3%, Nrf2 block 3.1% and A549 tox -0.3%.
O=C(Nc1ccccc1C(=O)Nc1ccccn1)c1cc(F)c(F)cc1Cl was read as Akt phos inh inactive, TGFb inhibitor -19.6%, Nrf2 ARE act 1.8%, CCT modulator -1.2, S2 tox inactive, MmCpn inh -0.4%, HepG2 tox -14.5%, Nrf2 block 7.9% and A549 tox 12.3%.
`O=C(CSCc1ccc([N+](=O)[O-])cc1)Nc1ccccc1C(=O)O` gave Akt phos inh inactive, TGFb inhibitor inconclusive, Nrf2 ARE act 0.1%, CCT modulator -2.1, S2 tox inactive, MmCpn inh 0.2%, HepG2 tox 6.0%, Nrf2 block 22.2% and A549 tox 0.0%.
